Screening data from PubChem.
BAP1 inh = inhibitors of BAP1 deubiquitinase, primary screen, biochemical, Ub-AMC fluorescence, kinetic; hit rate 0.48% among 72,000; Ubiquitin carboxyl-terminal hydrolase BAP1 (Homo sapiens), Q92560; AID 436, 2006; recombinant BAP1, Ub-AMC hydrolysis fluorescence kinetic; active compounds read low; activity remaining (% of control), % at 20 µM;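 active = activity remaining at or below 50% of control, provided the compound also passes the data quality filters; inactive = the rest, including low values that fail the filters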;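 also: 100% = DMSO wells rate and 0% = substrate alone blank rate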
HePTP inhibitor = inhibitors of human HePTP phosphatase, primary screen, biochemical, absorbance, leukemia target. Tyrosine-protein phosphatase non-receptor type 7 (Homo sapiens), P35236. recombinant HePTP phosphatase activity, OD absorbance. inhibition, % at 20 µM. hit rate 0.64% among 110,000. AID 521, 2006; in the data active = inhibition above about 50%;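 also: plate controls were vehicle for no effect and reference inhibitor for full effect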
Target sequence (P35236 whole entry, looked up): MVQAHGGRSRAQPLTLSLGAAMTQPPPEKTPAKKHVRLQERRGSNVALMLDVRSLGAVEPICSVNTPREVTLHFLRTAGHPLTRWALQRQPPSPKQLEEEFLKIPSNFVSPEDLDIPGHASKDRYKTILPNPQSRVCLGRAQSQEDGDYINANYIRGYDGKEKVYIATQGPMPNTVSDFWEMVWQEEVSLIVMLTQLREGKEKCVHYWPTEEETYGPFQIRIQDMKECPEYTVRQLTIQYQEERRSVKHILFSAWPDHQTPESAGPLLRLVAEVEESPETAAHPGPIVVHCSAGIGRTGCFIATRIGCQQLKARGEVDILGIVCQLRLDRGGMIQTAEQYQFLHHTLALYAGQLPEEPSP
Numbers without * were called inactive; x = not tested or not shown; & = joins results of further samples. Random draw from the library, and some 0.7% of all compounds hit somewhere here.

The line under a structure holds: BAP1 inh, HePTP inhibitor
Cc1cc2c(c(=O)n1CCN(C)C)C(c1ccc(Cl)cc1)C(C#N)=C(N)O2 (centres undefined)
  98, -4
COc1ccc(NC(=O)NCCN2CCN(c3cccc(Cl)c3)CC2)cc1
  88, -9
O=c1c2ccccc2nc(/C=C/c2cccc([N+](=O)[O-])c2)n1-c1cccc2ccccc12
  x, 8
CCOC(=O)c1cccc(NC(=O)CSc2nnc(C3CCCCC3)n2CC)c1
  106, 9
O=C(Nc1ccccc1OC(F)F)c1ccccc1
  113, -4
CC(=O)NC1=NC(=O)/C(=C\C=Cc2ccccc2)S1
  x, 14
O=C(O)CSCc1ccc(Cl)cc1
  82, 7
CC(=O)c1cccc(NS(=O)(=O)c2c(C)n[nH]c2C)c1
  108, -9
CCCc1nn(CCc2ccccn2)c(N)c1CC
  91, 9
COc1ccccc1NC(=O)CSc1nc2ccccc2c(=O)n1-c1ccccc1
  x, 3
C=CCN=C1SCC(=O)N1S(=O)(=O)c1ccc(C)cc1
  100, -1
Cc1ccc(S(=O)(=O)Oc2ccc(Br)cc2C=C2C(=O)NC(=S)NC2=O)cc1
  x, -13
CC(=O)Nc1ccc(NC(=O)COc2ccc(Cl)cc2C)cc1
  x, 5
COc1ccc(/C=C/C(=O)c2cccc(Br)c2)cc1
  x, 5
COc1ccc(NC(=O)c2cc3cccc(OC)c3oc2=O)c(OC)c1
  101, -2
CCSC1=C(C#N)C(c2ccc(Br)cc2)CC(=O)N1 (centres undefined)
  x, 9
COc1ccc(C2C(C(=O)c3ccc(C)o3)=C(O)C(=O)N2c2cc(C)on2)cc1OC (centres undefined)
  94, 8
COc1ccc(CN(Cc2cc3cc(C)ccc3[nH]c2=O)C(=O)N(C)C)cc1
  102, 11
O=C(CSc1nnc(Cc2cc(=O)[nH]c(=O)[nH]2)n1-c1ccc(Cl)cc1)NC1CCCC1
  90, -3
Cc1ccc(-c2nn(-c3ccccc3)cc2C(=O)N2CCOCC2)cc1
  92, 0
CC(C)NC(=O)C12CC3CCC(CC(C3)C1)C2
  x, 5
Cc1ccc(N(CCCN2C(=O)c3cccc4cccc(c34)C2=O)C(=O)c2ccccc2[N+](=O)[O-])cc1
  61, x
O=C(NCCc1ccccc1)c1cncc(Br)c1
  x, 0
CCOc1ccccc1NC(=O)C1CCCN(S(=O)(=O)c2c(C)[nH]c(=O)[nH]c2=O)C1 (centres undefined)
  132, 10
CCCCNC(=O)Oc1cccc(N2CCCC2=O)c1
  x, 3
CCCc1ccc(OCc2nnc(N)s2)cc1
  83, x
COc1c(Cl)cc(/C=C2/SC(=S)N(c3ccccc3)C2=O)cc1Cl
  x, -5
CCN(Cc1nc2ccccc2c(=O)[nH]1)Cc1nc2cc(OC)c(OC)cc2c(=O)[nH]1
  115, 0
Cc1nnc(NCc2n[nH]c(=O)c3ccccc23)c2ccccc12
  56, 2
CCN(C(=O)c1cc2cccc(OC)c2oc1=O)c1ccccc1
  53, -3
Cc1ccccc1OCCCCc1c(C)n[nH]c1C
  92, 4&-12
O=C1c2ccccc2-c2onc3ccc(N4CCCCC4)c1c23
  x, 6
CC1CN(C)C(c2ccccc2)CC1=O (centres undefined)
  x, -5
CC(C)OC(=O)c1nnn(-c2nonc2N)c1CSc1ccccn1
  100, 6
CN1CCN(c2nc(-c3ccncc3)nc3ccccc23)CC1
  91, 11&2
COC(=O)c1ccccc1NC(=O)CN(c1cc(C)cc(C)c1)S(=O)(=O)c1ccccc1
  x, 4
COC(=O)C12CC3(C)CC(C)(CC(C)(C3)C1)C2
  x, -3
CCCc1nnc(SCC(=O)N2CCCC2)n1CC1CCCO1 (centres undefined)
  104, 1
OC(C#CCN1CCOCC1)c1cccs1 (centres undefined)
  x, 6
CCOc1ccc2nc(SCC(=O)NC(C)c3ccccc3)sc2c1 (centres undefined)
  x, 4
Cc1ccccc1OCC(=O)Nc1cccc(NC(=O)c2cccc(Cl)c2)c1
  x, -7
CCOC(=O)Cn1nnnc1CN(Cc1ccc(OC)cc1)Cc1cc2cc(C)ccc2[nH]c1=O
  77, -10
N=C1C(c2nc(-c3ccc(F)cc3)cs2)=C(O)CN1CCCN1CCOCC1
  101, 0
COc1cc(C(=O)Nc2cc(-c3ccccc3)[nH]n2)cc(OC)c1OC
  88, 2
CCCOc1cccc(C(=O)Nc2cc(NC(=O)c3ccco3)ccc2OC)c1
  102, 3
CCOc1cc(-c2nc(-c3cc(OC)c(OC)c(OC)c3)no2)cc(OCC)c1OCC
  79, 1
CCSc1nnc2c(n1)OC(c1ccc(OCc3ccccc3)cc1)Nc1ccccc1-2 (centres undefined)
  x, 12
COc1ccc(-c2noc(-c3cccc(Cl)c3)n2)cc1OC
  95, -4
O=C1N=c2ccccc2=C1c1cc(-c2ccccc2)oc1O
  x, 56*
O=C(CN1C(=O)c2ccccc2C1=O)Nc1ccc2c(c1)OCO2
  102, 5

Next part
The line under a structure holds: BAP1 inh, HePTP inhibitor
O=C(Cn1ccc2ccccc2c1=O)NCCC(=O)NC1CCN(Cc2ccccc2)CC1
  102, -7
N#Cc1ccccc1Cn1c(=O)n(CCC(=O)NCc2ccco2)c(=O)c2ccccc21
  108, 2
O=C(O)C1Cc2c([nH]c3ccccc23)CN1 (centres undefined)
  57, x
COc1ccc(C(=O)Nc2cc3cc([N+](=O)[O-])ccc3oc2=O)cc1OC
  68, x
O=[N+]([O-])c1ccccc1S(=O)(=O)N1CCC(Cc2ccccc2)CC1
  x, 8
CCC1CCCN1Cn1cnc2c([nH]c3ccc(OC)cc32)c1=O (centres undefined)
  x, 6
O=C(O)C1CCCN1C(=O)Nc1ccccc1 (centres undefined)
  170, 6
CC1CCc2nc(NC(=O)CN3CCOCC3)sc2C1 (centres undefined)
  100, -4
Cc1c(NC(=O)c2cc(-c3ccco3)on2)c(=O)n(-c2ccccc2)n1C
  74, -8
CCC(CC)COC(=O)C(C#N)c1nc2ccccc2nc1N1CCOCC1 (centres undefined)
  82, 13

(further entries)
smiles | BAP1 inh | HePTP inhibitor
COc1cccc(N2C(=O)/C(=C/c3ccccc3C(=O)O)SC2=S)c1 | x | 1
Nn1c(SCc2csc(-c3ccccc3)n2)nnc1-c1cccs1 | 105 | -3
Cc1ccc(/C=C/C(=O)Nc2cccc3cccnc23)o1 | x | -6
Cc1cc(C)n(C(=O)CCC(=O)NCc2ccccc2)n1 | 103 | 2
C=CCC(C(=O)c1ccccc1)C(=O)C(C)(C)OC (centres undefined) | x | 1
Cc1oc(CC(C)C)c(CN2CCCC2)c1C(=O)O | 96 | 5
C=CCNc1oc(-c2cccc3ccccc23)nc1C#N | 224 | 5
Cc1cc(C)cc(NC(=O)C(=O)NCc2cccnc2)c1 | x | -5
CCCN1Cc2cccc(C(=O)NC3CCCC3)c2C1=O | 95 | 12
OC(CNCCCN1CCCCC1)COc1ccccc1 (centres undefined) | 148 | 2
COc1ccc(C2C3=C(CC(C)(C)CC3=O)Nc3n[nH]c(C)c32)cc1 (centres undefined) | x | -6
O=C1CN(C(=O)c2ccco2)C(c2ccc(F)cc2)c2cc(Cl)ccc2N1 (centres undefined) | 83 | x
COc1ccc(OC)c(N(CC(=O)Nc2ccc(I)cc2)S(C)(=O)=O)c1 | x | 4
CCOC(=O)Cn1c(N2CCCCCC2)nc2c1c(=O)[nH]c(=O)n2C | 108 | 6
O=C(CN1C(=O)CCS(=O)(=O)c2ccccc21)NCc1ccc2c(c1)OCO2 | 104 | 7
O=[N+]([O-])c1ccc(N2CCCC2)cc1Sc1cccc2cccnc12 | x | 0
COC(=O)c1cc(NC(=O)c2cccnc2)cc(C(=O)OC)c1 | x | 4
CCOC(=O)c1[nH]c2ccccc2c1NC(=O)CN(C)C | 98 | 6
CC(=O)Nc1ccc(OCC(O)Cn2nc(C)c(C(C)=O)c2C)cc1 (centres undefined) | 102 | 4
C/C(=N\O)C(=O)NCC1CCNCC1 | 96 | -1
CCCS(=O)(=O)N1CCCC(C(=O)NC2CCCCC2)C1 (centres undefined) | 95 | -6
COc1ccc(OC)c(C2/C(=C(/O)c3ccccc3)C(=O)C(=O)N2c2cccc([N+](=O)[O-])c2)c1 (centres undefined) | x | -3
Cc1ccc(C)c(N2CCN(C(=O)C3CCN(S(=O)(=O)c4cccc5nsnc45)CC3)CC2)c1 | 120 | 8
CCc1nc(NC2CCCCC2)c(C#N)c2c1COC(C)(C)C2 | x | 7
COC(=O)C1=C(C)NC2=C(C(=O)CCC2)C1c1cccc(F)c1 (centres undefined) | x | 8
COC(=O)[C@H](CCSC)NC(=O)Nc1ccc(C(C)=O)cc1 | 101 | 4
O=C(Nc1nnc(SCc2ccccc2F)s1)c1ccco1 | 110 | 7
COC(=O)C(C)Oc1ccc2c3c(c(=O)oc2c1)CCC3 (centres undefined) | x | 6
Cc1cccc(N2CCN(C(=O)c3ccc(N4CCCC4=O)cc3)CC2)c1C | 108 | 4
O=C(NCCCO)C(=O)Nc1ccc(Cl)c(C(F)(F)F)c1 | x | -5
Oc1ccc2cccnc2c1 | 93 | -6
O=S(=O)(NCc1cccnc1)c1ccc(Br)cc1Br | x | 9
NNC(=O)C(NC(=O)c1ccc([N+](=O)[O-])cc1)C12CC3CC(CC(C3)C1)C2 (centres undefined) | x | 1
CCc1cc2c(=O)c(-c3nc4ccccc4s3)c(C)oc2cc1OS(C)(=O)=O | x | -12
O=C(CSc1nnc2n(C3CCCCC3)c(=O)c3ccccc3n12)OC1CCCCC1 | 106 | 5
CCc1ccc(NC(=O)COc2ccc(C(C)C)cc2)cc1 | 184 | x
Cc1cc(C(F)F)n2nc(C(=O)Nc3c(F)cc(F)cc3Br)nc2n1 | 75 | 3
COc1ccccc1-c1nnc2n1N=C(c1ccc(O)c(O)c1)CS2 | 94 | 10
Cc1ccn2cc(C(=O)Nc3nnc(C)s3)nc2c1 | 93 | -6
CCCOC(=O)c1c(-c2ccccc2)csc1N | x | -5
Cc1ccc(C2CC(C(F)(F)F)n3ncc(C(N)=O)c3N2)cc1 (centres undefined) | 88 | 8&-8
CCOC(=O)c1c(C)nn(C2CCCCC2)c1N | x | -1
O=[N+]([O-])c1cccc(-c2csc(N/N=C\c3cccc(O)c3)n2)c1 | x | -16
Cc1nc(CNS(=O)(=O)c2cc(C)c(C)cc2C)cs1 | 88 | -5
O=C(Nc1ccc(Cl)cc1)c1cc(-c2cccs2)nc2ccccc12 | x | -5
CCOC(=O)c1ccc(-c2ccc(/C=C3/C(=O)NN(c4cccc(Cl)c4)C3=O)o2)cc1 | x | -16
Cc1ccccc1OCCNC(=O)CCc1ccccc1 | x | 3
CCOC(=O)N1CCN(c2c(NCC3CCCO3)c(=O)c2=O)CC1 (centres undefined) | 94 | 5
Cc1cc(C)n(-c2nc(Nc3ccc(Br)cc3)nc(-n3nc(C)cc3C)n2)n1 | x | -4
CCC(=O)Nc1ccc(NC(=O)c2ccc(OCC(C)C)cc2)cc1 | x | 3
Cc1ccc(C(C)C)c(OCC(=O)Nc2ccc3c(c2)OCO3)c1 | x | -2
Cc1cc(C(=O)OCC(=O)c2ccc(Br)s2)c(C)o1 | 73 | 5
C=CCOC(=O)c1[nH]c2c(c1C)C(=O)CC(c1cc(OC)c(OC)c(OC)c1)C2 (centres undefined) | 92 | -8
Cc1ccc(C2CC(=O)c3cnc(N4CCN(c5ccccc5)CC4)nc3C2)cc1 (centres undefined) | x | 5
Cc1ccc(C(C)C)c(OCCNC(=O)CCc2ccccc2)c1 | x | 6
COc1ccc(OC)c(N(CC(=O)Nc2cccnc2)S(=O)(=O)c2ccc(OC)c(OC)c2)c1 | 166 | 8

Going on with the list:
smiles | BAP1 inh | HePTP inhibitor
O=C(NCCCN1CCOCC1)c1cc2c(=O)[nH]c3ccccc3c2s1 | 97 | 7
COc1ccc(CN(Cc2cc3cccc(C)c3[nH]c2=O)C(=O)N(C)C)cc1 | 72 | 6
CCOC(=O)c1cc(C(=O)OCC)cc(-n2c(C)cc(C(=O)CN3CCOCC3)c2C)c1 | 87 | -11
CN(C)c1ccc(NS(=O)(=O)c2cccc([N+](=O)[O-])c2)cc1 | x | 0
O=C(c1noc2c1CCCC2)N1CCN(Cc2ccccc2)CC1 | 92 | -3
CCOc1ccc(C2=C/C(=C/c3ccc(I)o3)C(=O)O2)cc1 | x | 6
O=C(c1ccc(S(=O)(=O)N2CCCCC2)cc1)N1CCCc2ccccc21 | 147 | 2
Cc1ccc(/C=C/S(=O)(=O)N2CCC(C(=O)O)CC2)cc1 | 101 | -18
Cc1ccc(C(=O)N(c2c(C)n(C)n(-c3ccccc3)c2=O)C(C)C)cc1 | x | 5
COC(=O)c1ccccc1-c1ccc(/C=C2/SC(=S)N(Cc3ccccc3)C2=O)o1 | x | -5
O=C(N/N=C/c1ccc(Cl)c(Cl)c1)c1cc(-c2ccccc2)n[nH]1 | x | 0
